Source: PubChem BioAssay
FadD28 binding – inhibitors of Mycobacterium tuberculosis FadD28 bisubstrate binding; inhibition, % at 12.5 µM; AID 588549; hit rate 0.22% among 360,000; FadD28 bisubstrate probe binding, fluorescence polarization; in the data active means inhibition above about 8.5%, passing the limit was not always enough; inconclusive means no clear call, values can overlap the other calls
BioA inh – BioA (M. tuberculosis) enzyme inhibition; purified M. tuberculosis BioA enzyme, plate reader; inhibition, % at 9.99 µM; hit rate 0.096% among 360,000; in the data active means inhibition above about 40%; inconclusive means no clear call, values can overlap the other calls
UGM FP inh – Mtb UDP-galactopyranose mutase inhibition | purified UGM, fluorescence polarization probe displacement | inhibition, % at 10 µM | hit rate 0.06% among 320,000 | AID 504406; in the data active means inhibition above about 10%, passing the limit was not always enough; inconclusive means no clear call, values can overlap the other calls
Target sequence (P9WIQ1 whole entry, looked up): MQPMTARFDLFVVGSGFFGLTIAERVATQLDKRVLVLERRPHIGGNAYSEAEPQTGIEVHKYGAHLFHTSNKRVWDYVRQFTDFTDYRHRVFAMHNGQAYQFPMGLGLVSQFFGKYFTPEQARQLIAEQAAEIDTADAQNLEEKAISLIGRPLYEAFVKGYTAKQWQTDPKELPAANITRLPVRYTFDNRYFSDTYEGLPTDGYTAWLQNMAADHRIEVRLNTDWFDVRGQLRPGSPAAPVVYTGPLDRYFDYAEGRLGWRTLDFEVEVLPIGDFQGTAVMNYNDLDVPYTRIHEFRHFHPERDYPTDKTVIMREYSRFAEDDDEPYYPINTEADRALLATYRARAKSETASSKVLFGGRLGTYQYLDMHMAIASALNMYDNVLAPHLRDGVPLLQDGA
PfHsp40 rescue – restores yeast growth despite PfHsp40 toxicity; S. cerevisiae expressing PfHsp40, growth rescue, ATP luminescence; growth rescue, % at 12.5 µM; hit rate 0.68% among 340,000; in the data active means growth rescue above about 28%, passing the limit was not always enough; inconclusive means no clear call, values can overlap the other calls;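 further: yeast W303a lacking pdr1 and pdr3 grown in galactose medium; growth measured after three days at 30 °C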
BoNT-A LC inh2 – inhibitors of Botulinum neurotoxin A light chain protease | inhibition, % at 10 µM | multiplex microsphere protease substrate cleavage, flow cytometry | hit rate 0.17% among 360,000; further: plate controls were buffer without enzyme for full effect and enzyme alone for no effect
Mtb FBA inh – inhibits M. tuberculosis FBA enzyme; purified M. tuberculosis FBA, fluorescence read-out; inhibition, % at 1 µM; P9WQA3; hit rate 2.3% among 360,000; in the data active means inhibition above about 27%;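 further: 0% = vehicle and 100% = reference inhibitor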
Target sequence (P9WQA3 whole entry, looked up): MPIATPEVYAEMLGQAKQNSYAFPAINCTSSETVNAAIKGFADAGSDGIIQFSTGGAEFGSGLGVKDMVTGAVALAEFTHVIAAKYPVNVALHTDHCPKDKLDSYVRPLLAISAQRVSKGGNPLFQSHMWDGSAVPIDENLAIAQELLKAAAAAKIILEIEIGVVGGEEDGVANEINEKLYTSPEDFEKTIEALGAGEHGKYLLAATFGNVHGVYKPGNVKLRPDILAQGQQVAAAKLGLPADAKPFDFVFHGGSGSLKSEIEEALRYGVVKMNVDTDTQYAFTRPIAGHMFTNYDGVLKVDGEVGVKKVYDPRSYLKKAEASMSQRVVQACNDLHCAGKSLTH
Anthrax LF inh2 – inhibitors of Bacillus anthracis lethal factor protease | inhibition, % at 10 µM | P15917 | multiplex microsphere protease cleavage assay, LF | hit rate 0.12% among 360,000 | AID 588501; further: plate controls were buffer without enzyme for full effect and enzyme alone for no effect
GDH-TPI inh – inhibits GDH-TPI coupling enzymes, artifact for Mtb FBA screen | GDH-TPI coupled enzyme counterscreen, NADH absorbance | inhibition, % at 4.8 µM | hit rate 1.2% among 360,000; in the data active means inhibition above about 30%;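 further: 0% = DMSO wells and 100% = wells lacking the enzyme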
BoNT-F LC inh – blocks Botulinum neurotoxin F light chain protease. Multiplex microsphere protease cleavage assay, flow cytometry. inhibition, % at 10 µM. hit rate 0.22% among 360,000. AID 588497; in the data active means inhibition above about 35%, passing the limit was not always enough; inconclusive means no clear call, values can overlap the other calls; further: plate controls were buffer without enzyme for full effect and enzyme alone for no effect
* hit, by the source's call; ? = inconclusive; / = not tested or not shown; & = joins results of further samples. Unless noted, no stated cut-off is given here; in the data, active means inhibition above about 30%; inconclusive means no clear call, values can overlap the other calls; inactive means below that. Outcome played no part in choosing rows. Share with any hit: about 4.7%.

Results follow in this order: FadD28 binding | BioA inh | UGM FP inh | PfHsp40 rescue | BoNT-A LC inh2 | Mtb FBA inh | Anthrax LF inh2 | GDH-TPI inh | BoNT-F LC inh
> COc1cc(C2NC(=O)NC(C)=C2C(=O)OCc2ccccc2)ccc1O (stereo unspecified)
 : -1.1 | / | 0.2 | 3.9 | -0.5 | 1.2 | -0.8 | 0.3 | -8.6
> CCCCn1nc(NC(=O)COC)c2cc3ccc(C)cc3nc21
 : -2.1 | / | 1.0 | -1.6 | 1.1 | 3.2 | -2.8 | 11.0 | -4.5
> COc1cccc(C2NC(=O)NC(O)(C(F)(F)F)C2C(=O)c2cccnc2)c1OC (stereo unspecified)
 : -3.7 | 0.8 | 0.1 | -0.3 | 0.7 | 2.6 | 1.3 | -6.5 | -0.5
> COc1ccc(OC(C)C(=O)NCc2cccnc2)cc1 (stereo unspecified)
 : -4.2 | -1.2 | -0.8 | -0.4 | 0.4 | -12.0 | -2.6 | 2.0 | -4.7
> COC(=O)c1nc(-c2ccccc2)n[nH]1
 : -4.0 | -1.9 | 0.0 | -1.7 | 1.1 | 1.2 | -2.4 | 2.9 | -5.7
> CC(=O)Nc1c2c(nn1-c1ccc(Cl)cc1)CSC2
 : 0.2 | -0.1 | 4.1 | 0.2 | -1.3 | -0.6 | 0.4 | 4.3 | -3.7
> COc1ccc(-c2noc(CCC(=O)NCc3cc(Br)ccc3OC)n2)cc1
 : -1.1 | -0.3 | -5.3 | 2.7 | 0.1 | -0.3 | 0.0 | 8.7 | 9.6
> Cc1nc(C)c(C(=O)OCC(=O)NCc2ccccc2)s1
 : -0.9 | -2.5 | 2.5 | -1.6 | 0.4 | 0.8 | -3.0 | 4.0 | -0.2
> CCC(C)NC(=O)C1CCN(CCCc2ccccc2)CC1 (stereo unspecified)
 : -0.8 | -1.1 | 1.3 | -0.3 | 0.4 | -2.7 | -7.5 | 5.7 | -4.3
> CCN(CC)CCCNC(=O)C1CCC(CNS(=O)(=O)c2ccc(Cl)cc2)CC1 (stereo unspecified)
 : / | -1.9 | 1.2 | 0.9 | 0.1 | 1.6 | 9.3 | -2.5 | ?
> CC1(C)C(=O)OC(c2cccc([N+](=O)[O-])c2)C2(CCCCC2)C1=O (stereo unspecified)
 : -4.3 | -2.2 | -1.7 | -1.9 | -0.2 | -1.8 | -0.5 | 2.1 | 3.1
> CC1CC(=O)c2cnc(N3CCOCC3)nc2C1 (stereo unspecified)
 : 0.8 | 0.3 | 0.0 | -0.6 | 0.1 | 1.6 | 0.8 | 4.7 | 1.8
> O=C(N/N=C\C=C\c1ccc([N+](=O)[O-])o1)c1cccs1
 : -2.2 | -1.7 | 0.7 | -0.4 | 7.6 | -7.1 | -18.6 | 22.1 | ?
> COc1ccc(C(=O)N2CC(=O)N(CCc3ccccc3)C(=O)C2)cc1OC
 : -2.6 | 0.7 | -0.6 | 1.0 | 0.1 | 0.3 | -2.2 | 5.9 | 1.1
> COc1ccc(/C=C(/NC(=O)c2ccco2)C(=O)NCc2ccco2)cc1
 : -3.0 | -1.3 | / | / | -0.3 | -2.3 | -2.6 | 0.0 | -1.7
> Cc1ccccc1Nc1nc2nonc2nc1N1CCOCC1
 : -3.4 | 0.1 | 3.2 | -1.2 | -1.2 | -0.6 | 0.2 | 14.4 | -8.9
> O=C(NC1CCCCC1)C(c1ccccc1)N1CCCC1 (stereo unspecified)
 : 0.4 | -0.4 | -4.6 | -1.1 | 0.7 | -0.6 | 1.4 | 3.0 | 24.1
> Cc1cc(C)cc(NC(=O)CN2CCC(NC(=O)c3ccccc3F)CC2)c1
 : -6.2 | -1.3 | -2.8 | -0.9 | -6.0 | -4.2 | -0.9 | -10.4 | -25.4
> CCC(Oc1cc(Cl)ccc1Cl)C(=O)N1CCC2(CC1)OCCO2 (stereo unspecified)
 : 0.0 | -1.2 | -2.4 | -0.4 | 0.9 | 3.0 | 3.1 | 3.4 | 0.8
> O=C(Nc1ccc(F)cc1)c1cccc(N2C(=O)c3ccccc3C2=O)c1
 : / | / | 1.8 | 0.1 | -2.1 | 0.7 | -0.6 | 0.0 | -6.9
> C[C@@H]1CCCCO[C@@H](CN(C)S(=O)(=O)c2ccccc2)[C@@H](C)CN([C@H](C)CO)C(=O)c2cc(NS(=O)(=O)c3ccc(F)cc3)ccc2O1
 : -0.7 | -0.5&-0.5 | / | / | -0.1 | 0.9 | -5.9 | 9.3 | 6.1
> O=[N+]([O-])c1ccc(N2CCN(S(=O)(=O)c3ccc4ccccc4c3)CC2)cc1NCc1ccco1
 : 0.6 | -1.5 | -1.5 | 0.0 | -0.8 | -6.9 | -1.2 | 5.1 | 1.9
> CCC1Sc2ccc(S(=O)(=O)CCC(=O)Nc3cc(C)ccn3)cc2NC1=O (stereo unspecified)
 : 0.3 | -1.0 | -0.4 | 0.6 | -0.7 | -1.8 | -1.6 | 8.3 | 2.0
> O=C(N[C@@H](Cc1ccccc1)C(=O)OCc1ccccc1)c1nc[nH]c1C(=O)N[C@@H](Cc1ccccc1)C(=O)OCc1ccccc1
 : -2.5 | -0.6 | -3.1 | -0.1 | 0.0 | -1.5 | -5.3 | 16.1 | 5.9
> OCCOCCn1c(C(CO)Nc2nc(-c3ccccc3Br)cs2)nc2ccccc21 (stereo unspecified)
 : -2.1 | -2.0 | 0.3 | 0.0 | -0.5 | 0.1 | -10.9 | 3.9 | -1.4
> O=C(O)CCCCCN1C(=O)C(O)=C(C(=O)/C=C/c2ccccc2)C1c1ccc2c(c1)OCO2 (stereo unspecified)
 : 0.9 | / | 1.4 | 6.9 | -0.5 | 0.9 | -3.6 | 11.4 | 2.3
> Cc1cc(C(=O)OCC(=O)c2cccs2)ccc1[N+](=O)[O-]
 : 1.5 | -0.2 | / | 1.7 | / | -2.6 | / | 13.1 | /
> CC(=O)c1ccc(Nc2nc(NCCO)nc(OC(C(F)(F)F)C(F)(F)F)n2)cc1
 : -6.3 | -0.8 | -1.0 | -1.9 | -0.2 | -7.8 | -2.7 | 9.7 | -8.2
> Cc1nc(NCCN)c(C#N)c2c1COC(C)(C)C2
 : -2.2 | / | -2.1 | -1.5 | 0.4 | 27.9* | -2.7 | 21.9 | 2.0
> CCN1CCCC1CNC(=O)CSc1cc(=O)n(C)c2cc(Cl)ccc12 (stereo unspecified)
 : -0.9 | 0.3 | -0.2 | -0.6 | -1.8 | 2.1 | -4.1 | 13.2 | -8.8

Results follow in this order: FadD28 binding | BioA inh | UGM FP inh | PfHsp40 rescue | BoNT-A LC inh2 | Mtb FBA inh | Anthrax LF inh2 | GDH-TPI inh | BoNT-F LC inh
> COc1ccc(-c2nc3c4ccccc4ccn3c2Cc2ccc(C)cc2)cc1OC
 : -2.5 | -1.6 | / | / | -1.3 | 16.5 | -7.1 | / | -22.4
> C=CCNC(=S)/C(=C(/[O-])c1ccc([N+](=O)[O-])cc1)[n+]1ccccc1
 : -1.7 | / | -1.7 | -0.9 | 2.2 | 4.4 | -9.6 | 2.5 | -12.0
> Cc1ccccc1NC(=O)NCCCCc1ccccc1
 : 0.6 | -2.1 | 1.1 | 1.1 | 0.3 | 6.7 | -2.1 | -1.7 | 3.5
> COc1ccccc1NC(=O)COC(=O)C1CC2CCCC(C1)C2=O (stereo unspecified)
 : -3.8 | / | -3.3 | -1.2 | 0.0 | -3.8 | -1.1 | -6.0 | 5.9
> CCCCOC(=O)CSC(=S)N(C)Cc1cccs1
 : -0.4 | / | 0.2 | 8.5 | -0.2 | 0.8 | -2.4 | 4.1 | -2.6
> COc1ccc(/[N+]([O-])=C/c2ccco2)cc1
 : 0.4 | 0.7 | 1.3 | 0.9 | -0.1 | 1.5 | -1.3 | -5.2 | -6.6
> COc1ccc(C(=O)O)cc1S(=O)(=O)N(C)CCc1cccnc1
 : -0.3 | -2.7 | 0.7 | -1.5 | -1.0 | 1.3 | 3.1 | -2.2 | -7.7
> NC(=S)NNc1ccc(Cl)c(Cl)c1
 : -4.8 | 0.1 | 3.1 | 1.7 | 0.0 | -2.2 | 1.6 | -1.5 | 7.6
> COc1ccc(Cc2nnc(NC(=O)c3ccco3)s2)cc1OC
 : -0.4 | / | 2.7 | 1.6 | -0.4 | 3.8 | -11.2 | 14.9 | 12.1
> COc1ccc2nc(NC(=O)CSCC(=O)Nc3cc(C)on3)sc2c1
 : -2.7 | / | 2.0 | 0.4 | 2.4 | -0.2 | 2.8 | 7.1 | -4.2
> COc1ccccc1/C=C/C(=O)Nc1cccnc1
 : -3.8 | 29.2 | 2.9 | -0.3 | -2.4 | 1.7 | -5.8 | 34.8* | 3.3
> CCC(=O)Nc1ccc(NC(=O)c2oc3ccccc3c2C)cc1
 : -3.2 | -2.4 | 3.4 | -0.1 | / | 0.0 | / | 27.1 | /
> CCOc1cc(/C=N/NC(=O)COc2nc(C)cc(COC)c2C#N)ccc1O
 : -2.2 | -1.2 | -2.1 | 0.1 | -0.7 | -1.2 | -0.2 | 12.4 | -6.0
> COc1cc(SC)ccc1C(=O)OCC(=O)NC1CCCCC1
 : -3.8 | -0.5 | -0.1 | -1.0 | -1.0 | -2.1 | -0.4 | -3.1 | -4.5
> Cc1ccc(CNC(=O)c2cc(-c3ccccc3)nn2CC2CC(c3cccnc3)=NO2)cc1 (stereo unspecified)
 : -0.2 | 0.4 | -0.1 | 3.8 | -0.1 | -0.5 | -2.9 | 9.2 | -2.1
> O=C(COC(=O)CNC(=O)c1ccccc1)NCc1ccc2c(c1)OCO2
 : / | 0.4 | 2.3 | 0.1 | -1.5 | -0.9 | -7.4 | 0.4 | -3.2
> CCOc1ccccc1NC(=O)NC1(C(=O)NCc2cccnc2)CCCCC1
 : -1.6 | / | 1.6 | -1.2 | -1.9 | 1.9 | 2.2 | -3.7 | -24.7
> O=C(NC1(C(=O)O)CCCC1)c1ccccc1
 : -2.0 | / | / | 0.9 | -0.4 | 0.8 | -6.0 | 3.2 | -5.7
> Cn1c(=O)n(CCCO)c(=O)c2c1nc1n2CCCN1Cc1ccccc1
 : -1.4 | 17.9 | -2.3 | -0.2 | 0.3 | -1.3 | -0.5 | 3.1 | 4.2
> CC(/C=C/c1ccco1)=N/NC(=O)OC(C)(C)C
 : -1.4 | / | 1.5 | 0.5 | 0.5 | 3.1 | -1.2 | 2.1 | -4.6
> C=CCNC(=O)c1nc2ccccc2s1
 : -3.2 | -1.0 | -0.5 | -1.0 | -0.1 | 3.4 | -4.1 | 1.4 | 4.5
> Cc1ccnc(NS(=O)(=O)c2ccc(NS(=O)(=O)c3ccccc3)cc2)n1
 : 1.6 | -0.7 | -0.6 | -0.9 | 0.4 | 1.9 | -0.9 | 6.7 | -2.6
> CSCCC(NC(=O)OCc1ccccc1)C(=O)NCc1cccnc1 (stereo unspecified)
 : -0.4 | -1.7 | -1.9 | 0.1 | 2.3 | 3.6 | 3.9 | -6.4 | 7.9
> CC1CCN(C(=O)CSc2nnc(-c3cc4ccccc4cc3O)n2Cc2ccco2)CC1
 : -3.4 | 8.1 | -1.4 | 5.4 | ? | 3.5 | 4.0 | 6.8 | 31.7
> Cc1ccc(S(=O)(=O)N[C@@H](Cc2ccccc2)C(=O)N2CCC[C@@H]2C(=O)O)cc1
 : / | -3.1 | 0.2 | 0.4 | 1.7 | 0.9 | -4.6 | 8.2 | 7.7

Exported as labelled records: part of the list above.
O=C(O)CCCCCN1C(=O)C(O)=C(C(=O)/C=C/c2ccccc2)C1c1ccc2c(c1)OCO2 (stereo unspecified)
  FadD28 binding = 0.9
  BioA inh = /
  UGM FP inh = 1.4
  PfHsp40 rescue = 6.9
  BoNT-A LC inh2 = -0.5
  Mtb FBA inh = 0.9
  Anthrax LF inh2 = -3.6
  GDH-TPI inh = 11.4
  BoNT-F LC inh = 2.3
Cc1cc(C(=O)OCC(=O)c2cccs2)ccc1[N+](=O)[O-]
  FadD28 binding = 1.5
  BioA inh = -0.2
  UGM FP inh = /
  PfHsp40 rescue = 1.7
  BoNT-A LC inh2 = /
  Mtb FBA inh = -2.6
  Anthrax LF inh2 = /
  GDH-TPI inh = 13.1
  BoNT-F LC inh = /
